MOR-DOR ag: agonists of human mu-delta opioid receptor heterodimerization; cells, OPRM1-OPRD1 heterodimerization, luminescence; activation, % at 9.3 µM; 340,000 compounds, 0.3% hits; in the data active means activation above about 18%;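 further: 0% = vehicle-treated cells and 100% = reference agonist; values of inactives mirror those of a sister screen read the other way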
Target sequence (P35372 whole entry, looked up): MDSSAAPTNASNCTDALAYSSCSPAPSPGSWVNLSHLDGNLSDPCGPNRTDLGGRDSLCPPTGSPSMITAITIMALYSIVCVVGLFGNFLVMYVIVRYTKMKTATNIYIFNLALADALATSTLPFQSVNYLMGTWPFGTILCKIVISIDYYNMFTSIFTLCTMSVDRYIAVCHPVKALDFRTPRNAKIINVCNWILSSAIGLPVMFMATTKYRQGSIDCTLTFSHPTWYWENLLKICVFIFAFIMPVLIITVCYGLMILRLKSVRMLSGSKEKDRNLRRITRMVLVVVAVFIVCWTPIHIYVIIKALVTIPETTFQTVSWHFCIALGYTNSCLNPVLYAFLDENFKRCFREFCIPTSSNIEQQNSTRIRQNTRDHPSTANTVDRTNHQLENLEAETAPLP
Target sequence (P41143 whole entry, looked up): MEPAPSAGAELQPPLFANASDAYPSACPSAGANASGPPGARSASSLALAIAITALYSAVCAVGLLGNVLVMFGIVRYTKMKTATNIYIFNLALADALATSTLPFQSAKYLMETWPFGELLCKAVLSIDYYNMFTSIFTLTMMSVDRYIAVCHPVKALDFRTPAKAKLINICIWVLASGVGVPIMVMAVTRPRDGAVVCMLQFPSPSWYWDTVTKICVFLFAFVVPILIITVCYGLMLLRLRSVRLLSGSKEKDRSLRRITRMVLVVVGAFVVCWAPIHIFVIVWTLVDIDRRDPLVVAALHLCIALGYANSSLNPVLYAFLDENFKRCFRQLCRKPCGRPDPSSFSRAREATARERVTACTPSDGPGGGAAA
PKA-R1A activ: activators of PKA-R1A complex | P00514+P68181 | PKA-R1A dissociation, Cy5-IP20 fluorescence polarization; scaled: DMSO 0%, 113 µM cGMP 100% | activation, % at 11.4 µM | 340,000 compounds, 0.083% hits;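 active means percent activation above the mean of all tested compounds plus 3 SD, cut at about 19% in these data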;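 further: higher means more PKAc released from R1A so a rise in polarization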
E coli growth: reduces bacterial viability in AddAB counter-screen; E. coli V3065 growth, OD600 absorbance, 18 h; inhibition, % at 11.9 µM; 330,000 compounds, 0.27% hits; AID 449728;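 active means inhibition above the campaign's mean inhibition across all tested compounds plus 3 SD, cut at about 9.9% in these data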;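 further: uninfected addAB+ strain grown without phage in ampicillin broth; 0% = DMSO wells and 100% = ciprofloxacin 0.95 µg/ml wells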
PfHsp90 set2: growth inhibition of yeast expressing Plasmodium Hsp90; 310,000 compounds, 0.32% hits; inhibition, % at 9.4 µM; S. cerevisiae expressing PfHsp90, BacTiter-Glo ATP, 48 h; yeast lacking PDR1 and PDR3 efflux regulators; AID 504621;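 active means every replicate shows inhibition above about 80%, whatever the replicate mean, limit read from the data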;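 further: 0% = DMSO neutral controls and 100% = 20 µM radicicol positive controls; yeast relying on Plasmodium falciparum Hsp90 in place of its own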
Mot1-301 SUMO: SUMOylation pathway inhibition by Mot1-301 growth rescue; S. cerevisiae Mot1-301 growth rescue, ATP luminescence, 38.5C; percent above DMSO median, 100 means doubled; growth rescue, % at 18.8 µM; 320,000 compounds, 1% hits; AID 2716;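 active means every valid replicate shows activation above 250% relative to neutral control wells; inactive means the rest, any valid replicate at or below 250%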;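 further: OY570 slx delta 5 strain wells were the positive control but not used for scaling; some compounds called inactive have numbers as strong as hits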
phage Ecoli inh: E. coli growth loss with phage present | growth absorbance | inhibition, % at 11.9 µM | 360,000 compounds, 0.26% hits; in the data active means inhibition above about 11%
AddAB inh: less growth of phage-infected E. coli with AddAB; inhibition, % at 11.9 µM; AID 435030; E. coli expressing H. pylori AddAB, absorbance growth; 330,000 compounds, 0.29% hits; in the data active means inhibition above about 12%;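 further: 0% = vehicle wells of infected cells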
DSG3 Ab inh: blocks pemphigus antibody binding to human desmoglein-3; P32926; DSG3-coupled beads, scFv-anti-DSG3-GFP binding, flow cytometry; stronger effect = lower value; binding (percent of control), % at 10 µM; 310,000 compounds, 0.48% hits;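 active means binding more than 3 SD below its plate's average and above zero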; further: some compounds called inactive have numbers as strong as hits
HTR5A ag ctr: HTR5A agonism, opioid heterodimer counter-screen | P47898 | HTR5A agonist assay, luminescence, cell-based | activation, % at 9.3 µM | 340,000 compounds, 0.61% hits | AID 504692; in the data active means activation mostly above about 9.5%, no sharp cut-off; inactive means mostly below about 7.6%;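 further: 0% = cells with vehicle only and 100% = reference agonist; strong numbers were not always called active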
HTR5A inv ag: counter-screen for OPRM1-OPRD1 inverse agonists: human HTR5A inverse agonism | 340,000 compounds, 0.083% hits | AID 504634 | inhibition, % at 9.3 µM | HTR5A cell line, luminescence | P47898; in the data active means inhibition mostly above about 23%, no sharp cut-off; inactive means mostly below about 18%;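 further: 0% = cells with DMSO and 100% = no-cell wells with DMSO; some compounds called inactive have numbers as strong as hits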
OPRM1-OPRD1 inv: inverse agonist of human OPRM1-OPRD1 heterodimerization. AID 504357. 340,000 compounds, 0.21% hits. inhibition, % at 9.3 µM. cell-based MOR-DOR heterodimer luminescence, inverse agonism. P35372+P41143; in the data active means inhibition above about 22%, passing the limit was not always enough;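 further: 0% = cells with DMSO and 100% = wells without cells with DMSO; values of inactives mirror those of a sister screen read the other way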
Starred values were filed as active, the others as inactive; · = not tested or not shown.

Below each SMILES – MOR-DOR ag	PKA-R1A activ	E coli growth	PfHsp90 set2	Mot1-301 SUMO	phage Ecoli inh	AddAB inh	DSG3 Ab inh	HTR5A ag ctr	HTR5A inv ag	OPRM1-OPRD1 inv
> CCNC(=O)NC(=O)CSc1cccc(C(F)(F)F)c1
  3.0	-0.3	-3.2	-86.6	-13.1	-2.3	-2.3	98.5	3.0	-0.3	-17.6
> CC(=O)Cc1nsc(Nc2ccc(F)cc2)n1
  1.5	-5.9	-2.0	17.1	389.4	2.6	3.5	105.2	-2.5	6.8	-7.9
> CCc1nnc(SCC(=O)Nc2nccs2)n1CC
  -2.5	-8.2	0.5	4.2	-3.3	1.3	1.2	102.4	-10.9	26.3	12.6
> CCOC(=O)c1[nH]c2ccccc2c1CCCN1C(=O)c2ccccc2C1=O
  -1.4	-11.6	0.1	-13.8	2.5	4.2	-0.6	·	-1.5	11.6	8.6
> OC1(c2ccc(Cl)cc2)CN(c2ccccc2)C2=[N+]1CCS2 (stereo not given)
  1.5	0.5	0.2	3.3	2.6	1.5	-2.3	114.3	-1.1	2.8	-7.2
> Cc1ccc(-c2noc(C3CCCN(C(=O)c4ccccc4Br)C3)n2)cc1 (stereo not given)
  1.9	-16.4	1.8	-12.8	-8.0	0.6	2.5	99.7	1.5	-5.6	-9.1
> Brc1ccc(-c2noc(C3CCCCC3)n2)cc1
  1.3	4.8	0.6	5.8	0.1	1.6	1.4	107.4	-4.7	13.4	-9.2
> Cc1nn(CCO)c(C)c1Oc1ccccc1O
  -0.4	4.2	-1.7	-3.6	-0.9	0.8	-4.2	103.5	9.5	-26.8	2.0
> Cc1ccc(C)c(S(=O)(=O)/N=C(/Nc2ccccc2)c2ccccc2)c1
  2.6	6.0	1.1	-13.9	-9.4	3.6	1.4	93.4	-1.0	4.0	-13.2
> Cc1ccc(C)c(C(=O)NC(C)c2ccc(-n3ccnc3)cc2)c1 (stereo not given)
  -2.6	-1.2	2.9	-15.9	17.0	1.3	-1.9	·	0.1	-10.3	13.8
> COC(=O)c1ccc(/C=C/c2nc3ccccc3c(=O)[nH]2)cc1
  -1.0	9.7	0.8	9.0	-9.2	1.8	3.0	99.8	1.4	-3.8	5.2
> Cc1cc(NC(=O)CSc2nnnn2-c2ccccc2C)no1
  -0.7	0.2	-2.6	-26.8	-1.0	2.2	0.9	100.3	5.9	12.1	3.6
> COc1ccc(-n2nc(C(=O)NCC(=O)NCc3ccccc3OC)c3ccccc3c2=O)c(OC)c1
  -1.6	-3.0	2.2	·	-7.8	1.5	4.8	111.7	-1.1	2.7	7.5
> COc1ccc(NC(=O)CSc2nnc(-c3ccccc3C)n2C)cc1
  -2.0	4.2	1.6	·	9.5	2.2	0.9	103.8	-5.7	13.7	9.5
> CN1/C(=C\C(=O)c2ccccc2Cl)c2ccccc2CC1(C)C
  -1.2	0.9	-3.0	16.2	-7.6	-1.0	3.5	126.3	4.8	-23.2	6.8
> COc1cc(-c2cc(C(=O)NCc3ccc(S(N)(=O)=O)cc3)c3ccccc3n2)cc(OC)c1OC
  -2.5	-6.3	-2.8	17.4	-3.0	0.4	3.2	110.0	1.2	-3.4	13.6
> Cc1oc(C2CC2)cc1C(=O)O
  -0.8	12.6	2.3	·	-2.2	2.3	1.9	103.8	0.6	4.7	3.7
> Cc1ccc(C2N(c3ccccc3)C(=S)N3CCCN23)cc1 (stereo not given)
  -1.4	-8.8	-0.4	-6.2	-20.6	2.0	-0.5	100.7	-0.4	6.2	8.3
> CC1(C)Cc2c(cnn2-c2ccc(F)cc2)C(NC(=O)CN2CCCCC2=O)C1 (stereo not given)
  -1.5	-1.4	0.1	-2.9	-15.2	2.3	-0.3	104.4	-2.2	12.9	10.5
> CCn1c(SCC(=O)N2CCc3ccccc3C2)nc2c1c(=O)n(C)c(=O)n2C
  -1.0	-12.9	-0.7	·	1.4	2.0	1.4	102.3	-4.3	-2.9	5.4
> Cc1cc(C)n(C(=O)c2c([N+](=O)[O-])cnn2C)n1
  2.1	-6.2	-0.4	23.1	-18.3	2.4	0.8	101.7	5.0	-6.2	-12.1
> CCOC(=O)c1oc2ccc(CNCCO)c(Cl)c2c1C
  1.0	-10.8	-1.8	17.3	-13.0	-0.2	3.2	·	-4.0	-8.1	-4.7
> CN(c1ccccc1)S(=O)(=O)c1cccc(C(=O)OCC(=O)NCc2ccco2)c1
  0.6	-9.2	1.8	10.9	12.0	4.0	-1.0	·	1.4	4.6	-2.6
> CCOc1ccc(NC(=S)NC(C)c2cccs2)cc1 (stereo not given)
  0.8	8.9	-0.4	5.3	252.0	0.8	3.0	·	3.3	-3.8	-4.1
> C[C@H](NC(=O)c1ccc(Cl)cc1)C(=O)NCCc1ccc(S(N)(=O)=O)cc1
  -1.4	-8.0	-3.1	0.5	9.0	2.6	-1.8	93.7	-0.6	1.8	8.2
> CCOc1ccc(CCNC(=O)CN2C(=O)COc3ccc(S(=O)(=O)N4CCOCC4)cc32)cc1
  -2.4	4.9	-0.8	16.6	10.5	5.6	2.5	·	-1.0	-20.5	12.3
> Cc1ccc(C)n1-c1ccc(C(=O)Nc2ccccc2)cc1
  0.8	-8.6	-1.6	-6.0	17.2	2.8	-2.4	114.5	1.6	0.4	-5.3
> Cc1c(C(=O)N2CCN(C3CCS(=O)(=O)C3)CC2)oc2c(F)cccc12 (stereo not given)
  1.9	2.7	-0.3	46.6	15.6	-0.5	1.6	101.6	4.5	24.3	-7.5
> COc1ccc(CNC(=O)N[C@H](C(=O)O)C(C)C)cc1OC
  -2.5	1.9	-1.2	-8.5	37.8	1.8	0.4	100.0	7.3	-19.9	13.1
> O=C(COC(=O)c1ccc([N+](=O)[O-])s1)Nc1ncc(C(F)(F)F)cc1Cl
  6.5	-18.3	2.8	0.6	-1.9	1.4	1.4	95.3	4.0	-6.8	-40.6
> Cc1cccn2c(=O)c3cc(C(=O)O)n(C)c3nc12
  2.6	-5.6	1.3	3.4	1.3	0.9	4.2	96.9	2.8	-21.9	-17.5
> CCN(CC)S(=O)(=O)c1ccc(C2CNC(=O)C2)cc1 (stereo not given)
  -3.2	0.3	1.5	1.1	-8.0	0.1	3.3	104.5	4.3	-11.8	16.3
> Cc1ccc(N2C(=O)c3ccccc3C2=O)cc1C
  -4.1	5.2	0.3	29.5	6.4	1.4	4.1	107.6	6.7	-4.7	17.3
> CCN(c1ccccc1)S(=O)(=O)c1ccc(Oc2ccccc2)c(N)c1
  4.6	-10.4	·	-1.5	·	2.4	·	118.6	-2.9	11.5	-22.2
> O=C(NCC1COc2ccccc2O1)c1ccc(-n2cncn2)c([N+](=O)[O-])c1 (stereo not given)
  0.6	2.7	2.5	5.0	37.0	0.3	3.1	102.0	7.1	-19.3	-2.9
> CC(NC(=O)CCCc1c[nH]c2ccccc12)c1ccc(F)cc1 (stereo not given)
  -0.1	-5.5	-3.6	-6.3	-6.3	-1.0	0.7	105.0	3.5	-10.0	0.8
> Fc1ccc(N/N=C/c2ccc(N3CCOCC3)cc2)c(F)c1
  0.2	-19.7	4.0	-19.6	218.8	1.1	4.7	91.9	-1.6	4.5	-0.8
> CCOc1ccc(/C=N/NC(=O)CSc2ccccn2)cc1O
  -2.3	-13.9	-1.0	-14.0	18.5	-1.9	-1.7	100.0	4.8	-14.9	12.0
> COc1ccc(CSc2nnc(C)n2N)cc1
  -1.5	-3.0	-0.9	6.4	2.6	3.9	4.7	99.9	-0.6	19.2	6.2
> CC1=C(C)CC(C(=O)NNC(=O)c2ccccc2O)C(C(=O)O)C1 (stereo not given)
  0.1	4.8	2.1	·	-0.2	0.3	2.9	103.1	0.8	17.7	-0.5

Reprinted at random: two entries already listed.
Below each SMILES – MOR-DOR ag	PKA-R1A activ	E coli growth	PfHsp90 set2	Mot1-301 SUMO	phage Ecoli inh	AddAB inh	DSG3 Ab inh	HTR5A ag ctr	HTR5A inv ag	OPRM1-OPRD1 inv
> Cc1ccc(C)n1-c1ccc(C(=O)Nc2ccccc2)cc1
  0.8	-8.6	-1.6	-6.0	17.2	2.8	-2.4	114.5	1.6	0.4	-5.3
> O=C(NCC1COc2ccccc2O1)c1ccc(-n2cncn2)c([N+](=O)[O-])c1 (stereo not given)
  0.6	2.7	2.5	5.0	37.0	0.3	3.1	102.0	7.1	-19.3	-2.9

Carrying on:
Below each SMILES – MOR-DOR ag	PKA-R1A activ	E coli growth	PfHsp90 set2	Mot1-301 SUMO	phage Ecoli inh	AddAB inh	DSG3 Ab inh	HTR5A ag ctr	HTR5A inv ag	OPRM1-OPRD1 inv
> C/[N+]([O-])=C\C1C(=O)CCCC1=O
  0.3	13.6	1.3	0.1	11.1	3.1	5.2	101.1	-6.5	17.1	-1.7
> CCS(=O)(=O)N1CCC(C(=O)Nc2cccc(C(C)=O)c2)CC1
  -0.6	7.8	0.5	·	21.1	4.5	2.9	102.0	4.7	-2.3	3.6
> COC(=O)C1C(C(C)C)N(c2ccccc2)OC1(C)O (stereo not given)
  -3.7	-0.6	1.5	-0.7	-0.4	0.3	1.1	97.2	5.6	3.3	21.4
> Cc1ccccc1CNc1ncnc2cc(Cl)ccc12
  -2.0	-1.8	-1.5	1.9	10.0	-1.2	0.6	91.6	-1.0	3.6	9.2
> Cn1c(NN)nc2c1c(=O)n(Cc1ccccc1)c(=O)n2C
  -0.6	-11.7	·	-19.2	18.7	0.9	·	95.4	0.3	-1.2	2.6
> CCCN(CC(=O)Nc1ccccc1C)C(=O)c1cc(=O)[nH]c2ccccc12
  -2.7	1.7	0.0	6.1	-12.5	3.2	0.1	107.9	-1.1	3.0	14.2
> Cc1ccc(NC(=O)/C(CN(C)C)=N\O)cc1
  1.8	6.1	-2.5	4.4	15.6	1.9	0.0	101.6	10.0	2.2	-9.4
> CC(=O)Nc1ccc(-c2csc(NC(=O)Nc3ccccc3)n2)cc1
  6.6	-2.7	·	-2.7	·	-1.5	·	·	15.5	-16.8	-32.7

3 entries from above in a different format:
Structure | MOR-DOR ag | PKA-R1A activ | E coli growth | PfHsp90 set2 | Mot1-301 SUMO | phage Ecoli inh | AddAB inh | DSG3 Ab inh | HTR5A ag ctr | HTR5A inv ag | OPRM1-OPRD1 inv
CCCN(CC(=O)Nc1ccccc1C)C(=O)c1cc(=O)[nH]c2ccccc12 | -2.7 | 1.7 | 0.0 | 6.1 | -12.5 | 3.2 | 0.1 | 107.9 | -1.1 | 3.0 | 14.2
Cc1ccc(NC(=O)/C(CN(C)C)=N\O)cc1 | 1.8 | 6.1 | -2.5 | 4.4 | 15.6 | 1.9 | 0.0 | 101.6 | 10.0 | 2.2 | -9.4
CC(=O)Nc1ccc(-c2csc(NC(=O)Nc3ccccc3)n2)cc1 | 6.6 | -2.7 | · | -2.7 | · | -1.5 | · | · | 15.5 | -16.8 | -32.7

Bioassay records (PubChem)
